Cdc25B block: inhibitors of human Cdc25B phosphatase. P30305. recombinant Cdc25B, OMFP fluorescence Ex485/Em525. AID 368. inhibition, %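 (compounds tested at 10 µM final in the well)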. hit rate 0.1% among 65,000; in the data active means inhibition above about 50%
Target sequence (P30305 whole entry, looked up): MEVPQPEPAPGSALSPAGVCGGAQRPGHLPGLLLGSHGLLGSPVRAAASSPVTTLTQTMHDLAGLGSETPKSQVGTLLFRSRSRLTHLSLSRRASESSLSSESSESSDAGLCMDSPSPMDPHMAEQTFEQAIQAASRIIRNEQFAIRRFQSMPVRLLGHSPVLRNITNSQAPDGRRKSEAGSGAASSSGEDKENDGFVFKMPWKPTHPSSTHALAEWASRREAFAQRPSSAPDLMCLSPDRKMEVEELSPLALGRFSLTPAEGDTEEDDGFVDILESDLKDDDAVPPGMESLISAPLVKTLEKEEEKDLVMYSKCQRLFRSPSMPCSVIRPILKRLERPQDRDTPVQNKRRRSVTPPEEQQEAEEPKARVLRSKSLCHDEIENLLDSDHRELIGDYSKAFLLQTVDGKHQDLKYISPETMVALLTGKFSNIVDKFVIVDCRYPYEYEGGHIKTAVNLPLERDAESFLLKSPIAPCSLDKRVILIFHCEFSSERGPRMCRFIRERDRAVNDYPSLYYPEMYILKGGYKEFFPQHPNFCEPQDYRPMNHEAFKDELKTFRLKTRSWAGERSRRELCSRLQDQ
ROCK2 blocker: ROCK2 (human) kinase inhibition; inhibition, % at 6 µM; purified ROCK2, Kinase-Glo ATP depletion luminescence; O75116; hit rate 0.35% among 60,000;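 active means inhibition above the screen-wide mean inhibition plus 3 SD, cut at about 18% in these data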;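 further: plate controls were DMSO wells for no effect and Y-27632 control wells after no-enzyme background subtraction for full effect; many of its hits are not listed in these tables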
Autofluor 339: intrinsic fluorescence of library compounds, ex339/em460 – biochemical, MLSMR library, data from DPM-DC assay, artefact control, profiling panel; compound autofluorescence, ex339/em460 nm, NADH buffer; active compounds read high; 1 = no-compound wells, NADH background; fluorescence fold increase at 10 µM; hit rate 5.5% among 65,000; AID 709;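 active means at 10 µM, mean starting fluorescence two-fold or more over control wells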;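 further: signal is the first read of a kinetic run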
DUSP1 inh: blocks human MKP-1 phosphatase activity; hit rate 0.15% among 65,000; inhibition, %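 (compounds tested at a single concentration somewhere between 10 and 100 µM)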; P28562; AID 374; recombinant MKP-1, OMFP hydrolysis fluorescence;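 active means inhibition above about 50%, limit read from the data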;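 further: 0% = DMSO max control wells and 100% = wells with enzyme stopped by NaOH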
JNK3 inh: JNK3 (human) kinase inhibition. inhibition, % at 8 µM. purified JNK3 kinase activity, HTS. P53779. hit rate 0.61% among 60,000; in the data active means inhibition above about 17%;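 further: 0% = DMSO and 100% = reference inhibitor; many of its hits are not listed in these tables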
Target sequence (P53779 whole entry, looked up): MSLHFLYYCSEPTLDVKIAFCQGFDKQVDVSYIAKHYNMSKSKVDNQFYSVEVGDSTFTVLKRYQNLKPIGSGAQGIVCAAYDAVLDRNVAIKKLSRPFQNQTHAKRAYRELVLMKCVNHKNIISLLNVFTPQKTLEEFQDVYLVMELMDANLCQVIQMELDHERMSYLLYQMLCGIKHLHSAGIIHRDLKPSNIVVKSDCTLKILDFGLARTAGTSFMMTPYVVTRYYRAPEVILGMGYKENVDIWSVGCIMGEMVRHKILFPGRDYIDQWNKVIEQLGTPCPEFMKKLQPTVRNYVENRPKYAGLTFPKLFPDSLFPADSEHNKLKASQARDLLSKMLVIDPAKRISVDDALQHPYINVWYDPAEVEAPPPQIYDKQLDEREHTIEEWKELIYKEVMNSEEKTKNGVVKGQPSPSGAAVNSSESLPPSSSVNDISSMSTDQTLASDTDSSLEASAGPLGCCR
PKA kinase inh: blocks human protein kinase A activity. PKA Kemptide phosphorylation, Kinase-Glo ATP luminescence. inhibition, % at 6 µM. hit rate 0.1% among 65,000. AID 524;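 active means inhibition above the screen-wide mean inhibition plus 3 SD, cut at about 21% in these data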; further: many of its hits are not listed in these tables
Hsp90 block: displaces geldanamycin probe from tumor Hsp90; P07900; NCI-N417 lysate Hsp90, Cy3B-geldanamycin FP displacement; inhibition, % at 30 µM; hit rate 0.35% among 64,000;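 active means inhibition above 50%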;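 further: 0% = tracer plus lysate wells and 100% = tracer alone without lysate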
Abs 340nm: compound absorbs light at 340 nm; compound absorbance at 340 nm, fold over control; fold change at 10 µM; 65,000 tested, under 10 active; AID 708;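 active means at 10 µM dose, initial 340 nm absorbance at least 2 fold that of control wells; inactive means change under 2 fold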;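 further: initial absorbance extrapolated from kinetic A340 decline of NADH oxidation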
Her2 expr inh: inhibitors of human Her2 kinase expression. SKBR-3 HER2 protein level, AlphaScreen, 18-24 h; active compounds read low. HER2 level % of control, % at 10 µM. hit rate 0.69% among 65,000. AID 645;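 active means HER2 level under 5% of the carrier-only control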;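 further: 100% = DMSO carrier and 0% = 500 nM PU-H71 HSP90 inhibitor; lower value means stronger loss of Her2 protein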
An asterisk follows results filed as active; . = no result given. This is a subset (hit frequency here may not be typical).

SMILES	Cdc25B block	ROCK2 blocker	Autofluor 339	DUSP1 inh	JNK3 inh	PKA kinase inh	Hsp90 block	Abs 340nm	Her2 expr inh
CC1CC(C)CN(CCCNC(=O)c2ccc(CS(=O)(=O)Cc3ccccc3F)o2)C1 (stereo not drawn)	3	1	1.1	10	1	-2	-2	1	93
C=CCN(C(=O)Cn1nnc2ccccc21)C(C(=O)NCCOC)c1ccc(OC)cc1OC (stereo not drawn)	-11	-4	1	-3	-3	1	1	0.99	93
COCCCN1CN(S(=O)(=O)c2ccc(Cl)cc2)c2nc3ccccc3nc21	3	7	1.3	11	10	5	-8	1.1	64
CCCCn1c(SCC(=O)O)nc2ccccc21	5	1	1.1	10	-6	1	2	1	78
CC1Cc2ccccc2N1S(=O)(=O)c1cnc[nH]1 (stereo not drawn)	13	2	1.2	-13	1	1	-19	0.98	146
CC(C)CC(NC(=O)C(CC(C)C)NC(=O)OC(C)(C)C)C(=O)O (stereo not drawn)	18	4	1.1	1	5	2	-1	1	78
O=C(c1cc(-c2ccc(Cl)cc2Cl)on1)N1CCOCC1	-15	4	1.1	-14	3	3	6	1	124
CC(=O)c1c(C)n(-c2ccccc2)c2ccc(OCC(O)CN3CCOCC3)cc12 (stereo not drawn)	15	4	1.1	2	5	6	-2	1	102
Cc1cc2cc(CN3C(=O)c4ccccc4C3=O)ccc2[nH]1	-2	6	1.1	1	8	17	0	1	108
CCOC(=O)c1ccccc1NC(=O)c1cc(S(=O)(=O)N2CCOCC2)ccc1F	-8	4	1.2	18	2	9	-2	1	111
COC(=O)c1cc(NC(=O)CCc2c(C)nc3ncnn3c2C)cc(C(=O)OC)c1	17	-3	1.2	4	2	-3	3	1.1	69
O=C(O)CC(C(=O)NCc1ccccc1)C1CCCO1 (stereo not drawn)	-2	5	1.1	-7	-3	10	0	1	94
Cc1cc(C)c(NC(=O)CCCN2CCN(C)CC2)c(C)c1	-7	3	1	-18	-2	2	-1	1	113
COc1ccc(CCNC(=O)CC(NS(=O)(=O)c2ccc(NC(C)=O)cc2)C(C)C)cc1OC (stereo not drawn)	0	6	1	3	7	4	2	1	47
CCCCN1C(=O)CC(Nc2ccc(CC)cc2)C1=O (stereo not drawn)	-9	0	1.1	3	-3	7	-2	1	95
OCCNc1ncnc2c1ncn2Cc1ccccc1	-1	5	1.1	-31	1	4	0	0.97	107
CSCSC1=C(C#N)C(c2ccc(Cl)cc2)C(C(C)=O)=C(C)N1 (stereo not drawn)	-3	4	1.1	3	2	8	-3	0.99	136
COc1ccc(OC)c(NC(=O)COC(=O)c2ccc(S(=O)(=O)N3CCOCC3)cc2)c1	-10	.	1	20	.	-2	.	1	107
CCOC(=O)Cn1c(=O)oc2cc(S(=O)(=O)Nc3cc(Cl)ccc3OC)ccc21	-10	-3	1.1	7	-3	-6	-2	1.1	45
O=C1CCCN1CCC1CCN(C2CC(=O)N(Cc3ccc(N4CCCC4=O)cc3)C2=O)CC1 (stereo not drawn)	-19	8	1.2	10	3	6	-5	1	.
O=C(Cn1cccc1C(=O)c1ccccc1)NCCN1CCCCCC1	-12	4	1	20	1	4	-1	1	96
CCOC(=O)c1c(N)nn(C(C)=O)c1-c1ccccc1	-7	8	1.1	6	7	6	3	1	101
Cc1cc(=O)oc2c(CN(C)Cc3ccccc3)c(O)ccc12	-7	0	3.6*	4	-11	6	-3	1.2	96
Cc1nc(=O)c(-c2ccccc2)c(C)n1-c1ccc(O)c(C(=O)O)c1	-1	-1	1.1	8	2	7	-4	1	89
COC(=O)c1sc2nc3c(cc2c1N)C(=O)CC(C)(C)C3	-10	13	1.1	-6	3	13	2	1.1	84
CCn1c(SCc2ccccc2)nnc1-c1ccc(S(=O)(=O)N2CCCCC2)cc1	-5	-1	1.1	9	-5	-6	3	0.98	69
S=c1[nH]nc(-c2ccncc2)n1Cc1ccco1	-3	.	1.1	4	.	4	0	1.1	103
COc1ccc(CCNS(=O)(=O)c2ccc(S(=O)(=O)N3CCCC3)cc2)cc1OC	-3	2	1.1	-33	-6	5	0	1	111
COCCN(CC(=O)NCc1ccc(F)cc1)C(=O)CCC(=O)Nc1ccccn1	-3	0	1	3	4	0	-1	1	78
O=C1NC(c2ccncc2)Nc2ccccc21 (stereo not drawn)	7	-12	2.5*	12	0	-10	0	1	70

3 entries already listed, arranged by length of the SMILES, highest first:
SMILES	Cdc25B block	ROCK2 blocker	Autofluor 339	DUSP1 inh	JNK3 inh	PKA kinase inh	Hsp90 block	Abs 340nm	Her2 expr inh
CCn1c(SCc2ccccc2)nnc1-c1ccc(S(=O)(=O)N2CCCCC2)cc1	-5	-1	1.1	9	-5	-6	3	0.98	69
COC(=O)c1sc2nc3c(cc2c1N)C(=O)CC(C)(C)C3	-10	13	1.1	-6	3	13	2	1.1	84
O=C(Cn1cccc1C(=O)c1ccccc1)NCCN1CCCCCC1	-12	4	1	20	1	4	-1	1	96

The list continues:
SMILES	Cdc25B block	ROCK2 blocker	Autofluor 339	DUSP1 inh	JNK3 inh	PKA kinase inh	Hsp90 block	Abs 340nm	Her2 expr inh
COCCNC(=O)CN1C(=O)CC(C)(C)S(=O)(=O)c2ccccc21	-11	6	1.1	10	-2	9	1	0.98	87
CCCCC(=O)NCCc1cc2c(C)ccc(C)c2[nH]c1=O	-11	1	1.3	-6	-4	-7	-3	1	64
Cn1c(Cn2c(=O)sc3ccccc32)nnc1SCC(=O)N1CCCc2ccccc21	-14	1	1.1	2	-8	12	0	1.1	81
COc1ccc(-c2cn3c(C)c(C(=O)Nc4cc(NC(C)=O)ccc4OC)sc3n2)cc1	-3	0	3.4*	23	3	-5	-3	1	78
CCCCC(=O)OCC(=O)Nc1ccc(OC(F)F)cc1	-15	2	1.1	8	6	1	-2	0.99	92
Cc1sc2nc(SCC(=O)c3cccs3)n(Cc3ccco3)c(=O)c2c1C	-6	10	1	-18	1	8	-14	1.1	45
CC(O)Cn1cnc2c1c(=O)n(C)c(=O)n2C (stereo not drawn)	-10	-5	1	-11	-1	-8	-5	0.98	98
COc1ccc(C(C)(C)C)cc1S(=O)(=O)N1CCN(C)CC1	6	0	1.1	4	3	0	1	1	98
COc1ccc(-n2nnnc2SCC(=O)Nc2cccc(NC(C)=O)c2)cc1OC	-11	9	1.1	-24	8	2	-1	0.99	102
CSc1ccc(Cl)c(C(=O)OCC(=O)N2CCOCC2)c1	-9	4	1.4	17	6	9	-6	1	99

Copied from the list.
C=CCN(C(=O)Cn1nnc2ccccc21)C(C(=O)NCCOC)c1ccc(OC)cc1OC (stereo not drawn) – Her2 expr inh: 93
COCCN(CC(=O)NCc1ccc(F)cc1)C(=O)CCC(=O)Nc1ccccn1 – Abs 340nm: 1
COc1ccc(CCNS(=O)(=O)c2ccc(S(=O)(=O)N3CCCC3)cc2)cc1OC – PKA kinase inh: 5
Cc1cc(C)c(NC(=O)CCCN2CCN(C)CC2)c(C)c1 – Autofluor 339: 1
Cc1sc2nc(SCC(=O)c3cccs3)n(Cc3ccco3)c(=O)c2c1C – Cdc25B block: -6

(cont.)
SMILES	Cdc25B block	ROCK2 blocker	Autofluor 339	DUSP1 inh	JNK3 inh	PKA kinase inh	Hsp90 block	Abs 340nm	Her2 expr inh
Cc1cccc(-c2noc(-c3ccccc3C(=O)NCC3CCCO3)n2)c1 (stereo not drawn)	-14	0	1.1	-17	-6	-1	-6	1	93
CCN(CC)CCCN1C(=O)C(=O)/C(=C(/O)c2cc(C)ccc2C)C1c1cccnc1 (stereo not drawn)	-3	-4	1	7	-3	-6	-1	1.1	122
CC(=O)N1C=CN(C(C)=O)C(c2cn(C)c3ccccc23)C1c1cn(C)c2ccccc12 (stereo not drawn)	-6	5	1.1	40	7	12	-2	1	68
CCOC(=O)c1cc(C(O)(C(F)(F)F)C(F)(F)F)c(/N=C/N(C)C)o1	-1	.	1.1	15	.	1	.	1.1	50
CCN(Cc1cc2ccccc2[nH]c1=O)C(=O)C(C)C	-4	-2	1.2	-16	-6	0	0	1.1	85
O=C(O)C1CC(=O)N(Cc2ccc(F)cc2)C1 (stereo not drawn)	6	-5	1.1	5	-2	-4	-1	1	84
Cn1c(=O)c2c(nc(CN3CCN(c4ccccc4F)CC3)n2CCN2CCOCC2)n(C)c1=O	-11	-6	1.1	23	-5	-7	-3	1	84
O=C(COC(=O)CCS(=O)(=O)c1ccc(Cl)cc1)Nc1ncc(Cl)cc1Cl	-6	.	1.3	-1	.	11	.	1	94
Cc1[nH]c2ccccc2c1C(=O)CN1CCCCC1CCO (stereo not drawn)	-6	11	1	9	2	7	-1	1	107
CCOC(=O)C1CCN(CC(=O)Nc2c(C(=O)OC)[nH]c3cccc(Cl)c23)CC1	8	2	1.2	-7	2	8	-12	1	90
Cc1c(N=C2SCC(=O)N2c2c(C)n(C)n(-c3ccccc3)c2=O)c(=O)n(-c2ccccc2)n1C	-11	.	1	-3	.	6	-5	0.97	132
CCCOc1ccccc1C(=O)N(Cc1cccs1)C1CCS(=O)(=O)C1 (stereo not drawn)	5	0	1.1	20	0	7	-1	0.96	98
COC(=O)CC1=Nc2ccccc2NC(=O)C1	1	3	1.1	9	0	5	-4	1.1	104
O=C(NCC1CCCO1)c1ccc(Cl)c(F)c1F (stereo not drawn)	-22	0	1.1	8	6	6	-2	1	93
CC1Cn2c(nnc2-c2ccccc2O)S1 (stereo not drawn)	-5	6	1.1	-2	4	6	-2	1	111
CN(C)CCNC(=O)COc1cccc(Cl)c1	-6	2	1.1	3	-2	3	0	0.98	91
Cc1ccccc1-c1nc(CS(=O)(=O)CC(=O)N2CCc3ccccc3C2)c(C)o1	-13	-1	1.1	-2	0	1	-2	1	85
CCS(=O)(=O)CCSc1nc2c(cc1C#N)CCCC2	-2	-1	1.1	10	-8	-5	-3	1.1	119
COc1ccc(F)cc1S(=O)(=O)N1CCCN(S(=O)(=O)c2cc(F)ccc2OC)CC1	-17	1	1.1	3	3	-4	-3	1.1	67
COC(=O)[C@@H](NC(=O)NCc1cccs1)C(C)C	-6	-1	1.1	-19	-3	-5	-4	1	73
O=C(c1ccc(CNc2c(N3CCCC3)c(=O)c2=O)cc1)N1CCc2ccccc2C1	-5	4	1	4	1	4	-2	1	96
CC1Oc2ccccc2N(Cc2ccccc2F)C1=O (stereo not drawn)	0	5	1.1	-4	-4	12	-7	0.97	105
COc1ccc(NC(=O)Nc2ccc(OCC(=O)N3CCOCC3)cc2)cc1OC	-8	3	1.1	3	0	9	-3	1	77
CCOC(=O)CC(=O)CSc1nc(N)c(C#N)c(-c2ccc(F)cc2)c1C#N	-24	-1	1.1	-14	-1	4	-2	1.1	60
O=C1CSC(=Nc2ccc(O)cc2)N1c1ccc(O)cc1	-2	3	1	-7	-4	1	3	0.97	81
CC1(C)OC(=O)N(c2ccccn2)C1(C)O (stereo not drawn)	24	4	1.1	1	4	2	0	1	75
Cc1cccc(NC(=O)c2sc(NC(=O)c3ccco3)c(C#N)c2C)c1C	-21	11	1.1	0	-3	15	-5	1.1	127
O=C(CCn1c(=O)[nH]c2ccccc2c1=O)N1CCN(c2cccc(C(F)(F)F)c2)CC1	34	3	1	32	0	4	-1	0.99	94
O=S(=O)(CCc1ccccc1)N1CCOCC1	-9	6	1	-5	2	10	2	1	108
COn1c(SCC(N)=O)nc2ccccc2c1=O	5	6	1.1	-6	-2	11	-2	1	127
CN(Cc1c(F)cccc1Cl)c1ccc(S(=O)(=O)N2CCOCC2)cn1	-7	5	2.6*	33	3	10	-5	1	78
CC1=C(C(=O)Nc2ccccc2C)C(c2ccccc2)NC(=O)N1 (stereo not drawn)	0	-3	1.1	13	-4	-11	1	1.1	114
Cc1cc(=S)cc(C)n1CCCn1ccnc1	-9	.	1.1	8	.	4	.	1.2	.
COc1ccc(S(=O)(=O)NCCC(C)C)cc1OC	-10	-3	1.1	-12	-2	4	-1	1	123
O=C(Nc1ccc(-c2nc3ncccc3o2)cc1)c1ccc(Br)o1	-5	7	2	13	3	4	-4	1.1	104
CC12CCC(=O)N1C(C(=O)O)Cc1c2[nH]c2ccccc12 (stereo not drawn)	-10	7	1.1	9	-2	12	-4	1	106
O=C(NCc1ccco1)c1cc2cc3ccc(Cl)cc3nc2o1	15	5	1.8	2	1	3	-4	1	109
COc1ccc(CN(C(=O)CSc2nnc(-c3ccc(F)cc3)o2)c2ccc(F)cc2)cc1	3	3	1.1	21	1	8	-1	1	94
